# CIT2 TOR yeast = yeast TOR pathway CIT2-GFP modulation; S. cerevisiae CIT2-GFP strain, flow cytometry, 3 h; 100 means same as DMSO wells; GFP response vs DMSO, % at 10 µM; 320,000 compounds, 0.065% hits; AID 2029;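 active means GFP response relative to DMSO above a set limit, near the screen mean plus 3 SD, cut at about 150% in these data; inconclusive means Fewer than 70 cells measured for a yeast strain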;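 further: ratio of well median GFP fluorescence to mean of DMSO wells on the plate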
# Efflux pump inh = inhibitors of Candida antifungal efflux pumps expressed in yeast | inhibition, % at 10 µM | AID 485275 | S. cerevisiae Candida pump triplex, Nile Red efflux | 330,000 compounds, 0.44% hits;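 active means plate passing quality check with inhibition over a set limit, or well fluorescence over plate mean plus 4 SD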;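 further: Nile Red retained in pooled yeast measured as flow cytometry median fluorescence; 0% = buffer negative control and 100% = Enniatin B positive control; higher means more Nile Red kept so more efflux inhibition; some compounds called inactive have numbers as strong as hits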
# RPL19A TOR yeast = alters RPL19A-GFP fluorescence in TOR pathway yeast screen; S. cerevisiae RPL19A-GFP strain, flow cytometry, 3 h; hits give low values; percent response vs DMSO, % at 10 µM; 330,000 compounds, 0.3% hits;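 active means percent response vs DMSO below 50%; inconclusive means fewer than 70 events counted for the yeast strain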;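 further: median channel GFP fluorescence of the barcoded RPL19A-GFP strain; ratio of sample median GFP to plate DMSO average so 100% = DMSO; lower means less RPL19A-GFP as with rapamycin TOR inhibition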
# LAP4 TOR yeast = alters LAP4-GFP fluorescence in TOR pathway yeast screen; S. cerevisiae LAP4-GFP multiplex, flow cytometry GFP, 3 h; median GFP as percent of DMSO wells; GFP response vs DMSO, % at 10 µM; 320,000 compounds, 0.34% hits;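 active means GFP response vs DMSO above a set limit, about the screen mean plus 3 SD, cut at about 150% in these data; inconclusive means under 70 cell events counted for the yeast strain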
# AHR activator = activators of human aryl hydrocarbon receptor. activation, % at 5 µM. AHR-responsive luciferase reporter cells, luminescence. 320,000 compounds, 2.5% hits; in the data active means activation above about 47%;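 further: 0% = vehicle wells and 100% = reference agonist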
# Target sequence (P35869 whole entry, looked up): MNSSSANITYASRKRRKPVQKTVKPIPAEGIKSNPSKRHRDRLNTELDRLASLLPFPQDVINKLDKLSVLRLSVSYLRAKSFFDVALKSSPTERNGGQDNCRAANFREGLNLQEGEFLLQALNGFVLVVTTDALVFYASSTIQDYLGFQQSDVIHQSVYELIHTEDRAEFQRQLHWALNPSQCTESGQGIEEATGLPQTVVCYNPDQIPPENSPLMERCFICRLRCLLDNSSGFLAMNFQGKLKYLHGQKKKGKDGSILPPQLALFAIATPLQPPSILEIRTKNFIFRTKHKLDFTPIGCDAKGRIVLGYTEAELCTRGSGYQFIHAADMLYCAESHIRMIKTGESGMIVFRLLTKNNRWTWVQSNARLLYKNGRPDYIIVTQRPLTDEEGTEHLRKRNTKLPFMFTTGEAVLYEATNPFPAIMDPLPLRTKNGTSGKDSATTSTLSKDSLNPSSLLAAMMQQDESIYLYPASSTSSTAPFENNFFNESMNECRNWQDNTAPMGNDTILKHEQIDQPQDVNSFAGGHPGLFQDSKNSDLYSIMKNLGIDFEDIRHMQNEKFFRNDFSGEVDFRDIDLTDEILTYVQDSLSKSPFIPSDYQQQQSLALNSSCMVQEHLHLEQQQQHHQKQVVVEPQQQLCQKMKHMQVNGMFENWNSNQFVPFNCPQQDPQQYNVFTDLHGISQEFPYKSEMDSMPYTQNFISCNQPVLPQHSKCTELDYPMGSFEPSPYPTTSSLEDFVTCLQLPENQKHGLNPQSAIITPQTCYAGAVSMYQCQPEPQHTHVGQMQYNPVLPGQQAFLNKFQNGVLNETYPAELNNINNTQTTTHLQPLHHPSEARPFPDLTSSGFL
# MEP2 TOR yeast = yeast TOR pathway MEP2-GFP modulation | S. cerevisiae MEP2-GFP strain, flow cytometry GFP, 3 h; 100% = DMSO control level | GFP response vs DMSO, % at 10 µM | 330,000 compounds, 0.51% hits | AID 2016;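 active means GFP response versus DMSO above a set limit, roughly screen mean plus 3 SD, cut at about 180% in these data; inconclusive means fewer than 70 cells counted for a yeast strain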;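 further: median GFP fluorescence of the barcode-gated MEP2-GFP cells per well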
# AGP1 TOR yeast = yeast TOR pathway AGP1-GFP modulation; S. cerevisiae AGP1-GFP multiplex flow cytometry, 3 h; GFP as percent of DMSO wells; GFP response vs DMSO, % at 10 µM; 320,000 compounds, 0.02% hits; AID 2066;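 active means GFP response relative to DMSO above a set limit, near screen average plus 3 SD, cut at about 150% in these data; inconclusive means fewer than 70 cells counted for the yeast strain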;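 further: median GFP channel fluorescence of the gated AGP1 strain per well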
# Yeast superoxide = lowers age-related superoxide in aged yeast cells; 330,000 compounds, 0.18% hits; S. cerevisiae aged cells, superoxide DHE fluorescence; hits give low values; AID 2690; superoxide response (% of plate mean), % at 10 µM;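 active means superoxide response under a set limit, about three screen SD below normal, cut at about 65% in these data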;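 further: yeast aged for seven days with compound at 30 °C before DHE staining; 100% = average MFI of all compound-treated wells on the plate with controls excluded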
# * marks the source's active call; other numbers are inactive results; ? = inconclusive; . = not tested or not shown; [ ] = dose if it differs, or a comment. An excerpt (hit frequency here may not be typical).
SMILES,CIT2 TOR yeast,Efflux pump inh,RPL19A TOR yeast,LAP4 TOR yeast,AHR activator,MEP2 TOR yeast,AGP1 TOR yeast,Yeast superoxide
O=C(c1ccc2c(c1)OCO2)N1CCC2(CC1)OCCO2,100,0.0,97,101,2,103,94,75
COC(=O)C1=C(c2ccc3ccccc3c2)C[C@@H]2CC[C@H]1N2C(=O)N1CCC(O)CC1,102,0.2,97,102,-1,96,99,111
CN(C)[C@@H]1C(=O)C(C(N)=O)=C(O)[C@@]2(O)C(=O)C3=C(O)c4c(O)ccc(Cl)c4[C@@](C)(O)[C@H]3C[C@@H]12,110,-0.2,101,105,1,104,104,98
N#CC(Br)Br,93,-0.2,103,108,-1,97,108,75
COC(=O)C1=C(c2ccc(-c3ccccc3)c(F)c2)C[C@@H]2CC[C@H]1N2C(=O)N1CCC(O)CC1,101,-0.1,99,105,-1,93,98,100
COc1cccc(N=Cc2c(O)n(Cc3ccco3)c(=O)[nH]c2=O)c1,99,-0.1,98,116,7,97,109,95
NC(=O)Nc1ccc(C(=O)OCC(=O)Nc2ccc(Cl)cc2C(=O)c2ccccc2)cc1,110,0.5,104,93,93*,114,102,99
CCCCn1c(O)c(/C=N/NC(=O)c2ccncc2)c(=O)[nH]c1=O,93,0.1,91,97,5,96,91,99
Cc1ccc2ccccc2c1NC(=O)CNC1CCCCC1,99,-0.1,99,93,1,94,100,97
COc1ccc2c3c([nH]c2c1)C(C)NCC3 (stereo not drawn),?,-0.2,101[may fluoresce violet],106[may fluoresce violet],10,305*[may fluoresce violet],21[may fluoresce violet],83
CC(C)Oc1cccc(NC(=O)c2cccn(Cc3ccc4c(c3)OC(F)(F)O4)c2=O)c1,98,0.1,98,92,0,95,101,96
COC(=O)C1=Nc2ccccc2/C1=C\c1c(O)n(-c2cc(OC)ccc2OC)c(=O)[nH]c1=O,91,0.0,97,89,15,103,89,93
Cn1c(=O)c2c(nc(N/N=C/c3c(O)n(C4CCCCC4)c(=S)[nH]c3=O)n2C)n(C)c1=O,100,0.2,102,100,11,101,100,105
COc1ccc(C(=O)CC2(CC(=O)c3ccc(OC)cc3)C(=O)N(C)C(=O)N(C)C2=O)cc1,101,-0.1,95,95,-1,96,96,92
COc1ccc(/C=C2/C(=O)NC(=O)N(C3CCCCC3)C2=O)cc1CSc1ccccn1,98,0.2,100,106,7,98,102,98
COc1cc(C(=O)Nc2ccc(Br)cc2C(=O)c2ccccc2Cl)cc(OC)c1OC,98,0.2,100,103,10,105,98,112
CCOC(=O)c1c(C)n(Cc2ccccc2)c2ccc(OCC(O)CNC(C)(C)C)cc12 (stereo not drawn),98,0.0,99,105,2,101,106,109
O=c1cccc2n1CC1CC2CN(S(=O)(=O)c2ccc(F)cc2)C1 (stereo not drawn),102,0.0,100,96,0,102,101,93
Clc1cccc(Cl)c1Cl,98,-0.1,106,105,-1,100,102,83
Cc1ccccc1-n1c(O)c(C=NCCN2CCOCC2)c(=O)[nH]c1=O,105,0.1,100,108,-2,101,.,94
Cc1cccc(-n2c(CN3C(=O)c4ccccc4C3=O)nc3ccccc3c2=O)n1,95,0.1,104,108,4,115,105,109
Cn1cc[n+](C)c1P(=S)(c1ccccc1)c1ccccc1,106,0.1,104,90,2,95,99,92
O=C1N(c2nncs2)CCN1[N+](=O)[O-],109,0.0,107,100,5,106,104,97
CC1(C)CC[C@]2(C)CC[C@]3(C)C4C[C@@H]5OO[C@@]6(O5)C(CCCC6(C)C)[C@]4(C)CC[C@@]3(C)C2C1 (stereo partly drawn),89,0.0,93,102,-1,102,92,93
CCCN1CC(C)C(OC(C)=O)(c2ccccc2)CC1C (stereo not drawn),106,0.0,100,99,-3,103,102,92
Cn1c(C(=O)N2CCC3(CC2)OCCO3)cc2c(=O)n(C)c3ccccc3c21,111,-0.1,.,102,11,104,102,119
CC(=O)O[C@H]1CCC2C3CCC4=CC(=O)CCC4=C3C=C[C@@]21C (stereo partly drawn),90,0.2,98,85,0,101,84,89
Cc1cccc(CN2CCN(Cc3ccc(Cl)cc3)CC2)c1,101,0.2,95,99,0,98,99,115
O=[N+]([O-])c1cc(-c2ccc([As](=O)(O)O)cc2)ccc1[As](=O)(O)O,96,-0.1,102,90,.,94,94,109
COc1ccc(C(CNC(=O)CCc2ccsc2)N(C)C)cc1 (stereo not drawn),100,-0.2,101,99,3,97,99,99
CN1CCN(c2ccc([N+](=O)[O-])c(N)c2)CC1,103,-0.7,100,96,-3,102,104,88
CC(=NCCN(C)C)c1c(O)n(Cc2ccccc2)c(=O)[nH]c1=O,100,0.0,101,105,1,103,104,87
CCn1c(P(C)(=O)O)nc2cc(NC(=O)c3ccccc3F)ccc21,102,-0.1,101,86,3,101,95,83
O=C(c1cc(S(=O)(=O)N2CCCCC2)ccc1F)N1CCC2(CC1)OCCO2,101,-0.1,97,100,-1,98,102,108
CC1CN(c2cc([N+](=O)[O-])ccc2Cl)CC(C)N1 (stereo not drawn),103,-0.1,111,93,1,101,102,105
O=c1[nH]c(=S)n(Cc2ccc(F)cc2)c(O)c1C=NCc1cccnc1,114,-0.2,104,89,7,106,100,109

# In the list so far, 2 have bromine:
SMILES,CIT2 TOR yeast,Efflux pump inh,RPL19A TOR yeast,LAP4 TOR yeast,AHR activator,MEP2 TOR yeast,AGP1 TOR yeast,Yeast superoxide
N#CC(Br)Br,93,-0.2,103,108,-1,97,108,75
COc1cc(C(=O)Nc2ccc(Br)cc2C(=O)c2ccccc2Cl)cc(OC)c1OC,98,0.2,100,103,10,105,98,112

# Remaining list, next part.
SMILES,CIT2 TOR yeast,Efflux pump inh,RPL19A TOR yeast,LAP4 TOR yeast,AHR activator,MEP2 TOR yeast,AGP1 TOR yeast,Yeast superoxide
C#C[C@]1(O)CC[C@H]2[C@@H]3CCC4=Cc5nc6nc7ccccc7n6cc5C[C@]4(C)[C@H]3CC[C@@]21C,71,0.1,92,114,-3,97,90,103
CCOC(=O)C(O)(c1ccc(N(CC)S(=O)(=O)c2ccccc2)cc1)C(F)(F)F (stereo not drawn),106,-0.2,99,97,0,102,99,96
C[n+]1c(-c2ccccc2)c2cc(N)ccc2c2ccc(N)cc21,85,8.5*,93,90,22,96,82,102
C/C=C/CC#N,87,0.1,94,94,2,88,93,100
O=C(COc1ccccc1)Nc1ccc(Cl)cc1C(=O)c1ccccc1,100,-0.1,104,103,1,102,106,103
CC1CN=C(Nc2ccccc2)S1 (stereo not drawn),86,-0.6,90,90,0,94,89,137
CC1CN(CCc2ccccc2)CC(C)O1 (stereo not drawn),93,0.0,97,113,-1,98,106,102
COc1ccc(-n2c(/C=C/c3ccc(O)cc3)nc3ccccc3c2=O)cc1,98,0.1,97,97,7,96,98,88
COC(=O)C1=C(c2ccc3ccccc3c2)C[C@@H]2CC[C@H]1N2C,97,0.0,94,97,1,93,96,82
O=C1OC(c2ccc(Cl)cc2)=N/C1=C\N1CC2CC(C1)c1cccc(=O)n1C2 (stereo not drawn),95,-0.1,92,98,7,98,94,95
CC1=NN=C(c2ccc(N)cc2)c2cc3c(cc2C1)OCO3,89,-0.1,100,98,0,96,97,97
O=C(N=Nc1c(O)[nH]c(=O)[nH]c1=O)C1COc2ccccc2O1 (stereo not drawn),101,0.1,101,92,0,100,93,88
Cn1c(=O)n(CC(=O)N2CCC3(CC2)OCCO3)c(=O)c2ccccc21,93,0.0,97,103,4,99,97,87
CCc1ccc(CNCCc2ccccc2F)cc1,106,-0.2,100,95,1,103,97,100
CCN(CC)C(=O)c1ccc(NC(=O)c2cc(S(=O)(=O)N3CCCCCC3)ccc2OC)cc1,84,0.2,95,104,-3,94,106,98
CCC(C)N1C(=O)NC(=O)C2(Cc3c(ccc4ccccc34)N(C)C2)C1=O (stereo not drawn),.,-0.2,101,94,46,97,101,99
CCN(CC)C(=O)c1ccc(NC(=O)CNC(C)c2cccc3ccccc23)cc1 (stereo not drawn),107,0.2,104,99,-2,108,101,85
Cc1cc[n+](Cc2ccccc2)cc1,92,0.1,100,94,1,103,99,103
Cc1cc(=O)oc2c(C)c(OCC(=O)N3CCN(Cc4ccc5c(c4)OCO5)CC3)ccc12,102,0.0,104,91,4,95,100,108
CC(C)(C)n1cc(C(=O)c2ccccc2OCCCF)cn1,81,-0.1,101,92,3,104,23,105
C=CCC1C(=O)NC(=S)NC1=O,100,0.0,110,88,0,108,106,96
CCC(=NCCCn1ccnc1)c1c(O)n(-c2ccc(OC)cc2)c(=O)[nH]c1=O,96,0.1,93,108,0,96,104,97
CC(Oc1ccc(-c2ccccc2)cc1)C(=O)O (stereo not drawn),87,0.3,96,107,2,100,96,126
O=P(Nc1cccc(Cl)c1)(Oc1ccccc1)Oc1ccccc1,82,-0.1,92,88,4,87,88,112
CN1C(=O)C(=Cc2cn(CC(=O)N3CCCCC3)c3ccccc23)C(=O)N(C)C1=O,94,0.2,103,102,2,105,108,106
CC[n+]1c(/C=C/N(C)c2ccccc2)sc2ccc(Cl)cc21,95,0.1,98,100,18,96,98,101
COC(=O)C1C2c3ccccc3OC1(C)N=c1s/c(=C/c3cnn(C)c3)c(=O)n12 (stereo not drawn),107,0.0,96,99,-1,107,72,107
NC1=C([N+](=O)[O-])C(c2ccc3c(c2)OCO3)c2c(c3ccccc3oc2=O)O1 (stereo not drawn),96,0.3,99,105,3,104,100,114
CC(C)(C)NC(=O)CN1CCCN(C(=O)COc2ccc(Cl)c3ccccc23)CC1,89,0.0,89,91,5,94,92,103
Cc1cc(/C=C2\C(=O)NC(=O)N(c3ccc(Br)cc3)C2=O)c(C)n1C,105,0.0,103,93,64*,99,98,90
C[C@@H]1O[C@@H](O[C@H]2C[C@@H](O)[C@]3(CO)[C@@H]4C(CC[C@]3(O)C2)[C@@]2(O)CC[C@H](C3COC(=O)C3)[C@@]2(C)C[C@H]4O)[C@H](O)[C@H](O)[C@H]1O (stereo partly drawn),88,0.1,99,108,4,95,90,102
C[N+]1=C(/C=C/Nc2ccccc2)C(C)(C)c2ccccc21,95,0.6,101,95,0,104,101,110
CCN(CC)c1ccc(/C=C2/C(=O)NC(=O)N(CC3CCCO3)C2=O)cc1 (stereo not drawn),100,-0.1,106,103,8,99,98,89
O=C1NC(=O)C(=Cc2ccc(-c3ccc(Cl)cc3)o2)C(=O)N1,57,0.1,71,263*,2,90,66,94
CCCc1nc2ccccc2c(=O)n1-c1ccc(O)cc1,83,0.2,95,98,4,96,97,109
O=C1NCN(c2ccccc2)C12CCNCC2,97,0.0,98,100,-3,103,103,91
Cc1ccc(-n2c(O)c(C=NCCN3CCOCC3)c(=O)[nH]c2=O)cc1,106,0.0,104,103,0,109,113,103
CN(C)CCNC(=O)c1cccn(Cc2cccc(C(F)(F)F)c2)c1=O,102,-0.2,102,100,-1,96,103,100
C=C1C(=O)O[C@@H]2C[C@@H](C)[C@H]3C=CC(=O)[C@]3(O)C[C@@H]12,54,-0.2,99,91,-1,207*,26,103
CN(C)CC1CCCCC1=O (stereo not drawn),90,0.2,92,95,-1,91,100,104
COc1ccccc1N1CCN(Cc2cc(C)c(C)cc2O)CC1,92,0.0,93,85,1,95,93,102
Cc1nn(Cc2ccc(Cl)cc2Cl)c(Cl)c1C(=O)NC1CCCc2ccccc21 (stereo not drawn),96,-0.2,99,89,3,95,96,109
COc1ccc(N=Cc2c(O)n(Cc3cccs3)c(=O)[nH]c2=O)cc1,98,0.3,104,89,15,96,96,120
CCN(CC)CCCN=Cc1c(O)n(Cc2ccc(F)cc2)c(=O)[nH]c1=O,97,0.2,97,93,0,103,.,104
